# Hsp70 displacement – small molecules displacing fluorescent ligand from Hsp70 – biochemical, fluorescence polarization, primary screen (AID 583); 0.06% of 140,000 active; Hsp70 fluorescence polarization probe displacement, mP; higher % means a stronger effect; displacement, % at 20 µM, or IC50 in µM where a hit was titrated; in the data active = displacement above about 50%;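 also: plate controls were vehicle for no effect and reference ligand for full effect; a part of the inactive calls stands beside numbers as strong as those of hits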
# Rat MKP-3 inhibitors – inhibition of rat DUSP6 enzyme activity – biochemical, in vitro, primary screen (AID 425); recombinant MKP-3 phosphatase activity, fluorescence; higher % means a stronger effect; inhibition, % at 20 µM; hits with a dose series show IC50 in µM; 0.17% of 110,000 active; in the data active = inhibition above about 50%;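 also: plate controls were vehicle for no effect and reference inhibitor for full effect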
# Starred values were filed as active, the others as inactive; · = not tested or not shown; & = joins results of further samples. These rows are one share of the data; rates above refer to the full screens.
SMILES	Hsp70 displacement	Rat MKP-3 inhibitors
COc1cc(NC(C)=O)c(OC)cc1Cl	-2.8%	1.1%
C/C(=N\NC(=O)c1ccncc1)c1ccc(C)cc1	3.7%	-0.4%
O=C(CSc1ccc(-c2ccccc2)nn1)N1CCOCC1	-3.8%	3.7%
CCOC(=O)c1c(NC(=S)NC(=O)c2ccccc2)sc2c1CCC(C)C2 (centres undefined)	-0.8%	-7.2%
NC(=O)c1sc2nc(N3CCOCC3)c3c(c2c1N)CCCC3	10.7%	·
COc1ccc(CNc2nc3c(c(=O)n(Cc4ccc(Cl)cc4)c(=O)n3C)n2C)cc1	3.8%	-1.7%
N#CC(C(=O)NC1CC1)c1nc2ccccc2nc1N1CCCC1 (centres undefined)	-43.4%	-6.6%
O=C1c2ccccc2C(=O)C1(Nc1ccc(F)cc1)c1ccccc1	-0.4%	-2.7%
Cc1nnc(NC(=O)C(C)Oc2ccc(Cl)cc2Cl)s1 (centres undefined)	4.6%	1.2%
COc1cccc(N(CC(=O)Nc2ccccc2Cl)S(=O)(=O)c2ccccc2)c1	-1.8%	0.1%
COc1cc(OC)cc(-c2nnc(SCC(=O)N3CCCCC3)o2)c1	6.7%	-3.1%
O=C(Nc1cccc(O)c1)c1ccc(Br)cc1	2.9%	-4.9%
COc1nc(C)ccc1-c1noc(-c2ccccn2)n1	4.0%	-5.8%
Cc1ccc(N2C(=O)CC(NCc3ccccc3)C2=O)cc1 (centres undefined)	3.5%	-13.7%
COc1ccc(CC(=O)Nc2nc3ccccc3s2)cc1S(=O)(=O)N1CCOCC1	1.6%	1.0%

# Remaining list, next part
SMILES	Hsp70 displacement	Rat MKP-3 inhibitors
COc1cc(C=C2C(=O)NC(=O)NC2=O)cc(Cl)c1OCCOc1ccccc1C	3.7%	4.4%
Cc1nccn1CCCN1C(=O)OC2(CCCCC2)C1(C)O (centres undefined)	-2.3%	1.4%
c1ccc(-c2nnc(CSc3nncs3)o2)cc1	-7.0%	-8.9%
Cc1cc(NC(=O)c2ccc(-c3cc(Cl)ccc3Cl)o2)ccc1NC(=O)c1ccco1	-7.6%	5.7%
Cn1c(CN2CCCCC2)nc2cc(NC(=O)c3cccc(Br)c3)ccc21	-1.7%	·
Cc1cccc(N(CC(=O)Nc2ccc(CC#N)cc2)S(C)(=O)=O)c1	-3.0%	-0.9%
CC1CCCC(NC(=O)CN2CCN(Cc3ccc(Cl)cc3)C2=O)C1C (centres undefined)	-2.5%	-1.5%
Cc1cccc(C(=O)Nc2sc3c(c2C(=O)NCc2ccco2)CCC3)c1	-5.6%	3.9%
CC1CCCN(Cc2c(O)ccc3cc(-c4nc5ccccc5[nH]4)c(=O)oc23)C1 (centres undefined)	82.7%	2.6%
CC(=O)c1ccc(OC(=O)N(c2ccccc2)c2ccccc2)cc1	1.1%	·
CCn1c(SCC(=O)N2CCCc3ccccc32)nc2cccnc21	-2.1%	-10.1%
Cc1cccc(C)c1OCCOCCN1CCCC1	3.1%	-0.2%
CCN1C(=O)c2cccc3c(NC(=O)c4ccc5c(c4)OCCO5)ccc1c23	-107.8%	-4.4%
Oc1ccc(Br)cc1C=NCc1ccco1	1.6%	-0.4%
Cc1ccc(NC(=O)C2CCCN(S(=O)(=O)c3c(C)noc3C)C2)cc1F (centres undefined)	3.9%	-5.2%

# Continuation.
SMILES	Hsp70 displacement	Rat MKP-3 inhibitors
CC(C)(C)c1cc(OC(=O)c2ccncc2)ccc1O	1.1%	·
CCOC(=O)C1=C(C)NC(=O)NC1c1sccc1C (centres undefined)	-4.9%	3.0%
COc1ccccc1CNC(=O)CC(C)C	3.5%	·
CCCOc1ccc(N2CC(C(=O)Nc3ncccc3C)CC2=O)cc1 (centres undefined)	-2.7%	-8.7%
Cc1ccc(S(=O)(=O)N2CCN(S(C)(=O)=O)CC2)cc1	5.7%	·
COc1ccc(OC)c(/C=C/C(=O)c2ccc(Br)cc2)c1	3.4%	-5.1%
COc1cc(NC(=O)N[C@H](C(=O)O)C(C)C)cc(OC)c1	1.4%	-8.7%
CCOC(=O)CNS(=O)(=O)c1ccc(C(=O)O)cc1	-3.4%	2.1%
CCOC(=O)C(=O)Nc1ccccc1C(N)=O	0.1%	·
CCOC(=O)N1CCC(N2Cc3cccc(C(=O)NCc4ccc(OC)cc4)c3C2=O)CC1	6.3%	1.4%
CCC(C)(C)C1CCc2c(sc(NC(=O)c3ccoc3C)c2C(N)=O)C1 (centres undefined)	-0.4%	·
Cc1ccc(CC(=O)OCCNC(=O)c2cccnc2)cc1	7.4%	-10.5%
C=CCc1ccccc1OCCOc1ccccc1/C=C1/SC(=S)N(C)C1=O	0.7%	-1.4%
COc1ccccc1C(=O)Nc1nc2ccc(S(C)(=O)=O)cc2s1	5.0%&-4.3%	-7.9%&-4.6%
COc1ccc(N(CC(=O)NC(C)(C)C)S(=O)(=O)c2ccccc2[N+](=O)[O-])c(OC)c1	1.0%	-0.9%

# More compounds.
SMILES	Hsp70 displacement	Rat MKP-3 inhibitors
COc1ccc(CCN/C=C2/CC(=O)NC2=O)cc1OC	-0.1%	2.3%
COC(=O)C1=CN(Cc2ccc(C)cc2)C=C(C(=O)OC)C1c1cc(OC)c(OC)c(OC)c1	0.6%	0.4%
Cc1cc2ncn(C(=O)c3c(-c4c(Cl)cccc4Cl)noc3C)c2cc1C	-2.1%	-10.9%&1.8%
COc1ccc(-c2cc(C#N)nc(N3CCNCC3)n2)cc1	-11.4%	·
NS(=O)(=O)c1ccc(-c2ccc(/C=C3/SC(=S)N(CC(=O)O)C3=O)o2)cc1	-95.6%	3.7%
COc1ccc2[nH]c(C(=O)O)c(NS(=O)(=O)c3ccc(OC)c(OC)c3)c2c1	1.1%	-12.9%
CCN(CC)c1ccc(C=NN2CCN(Cc3ccccc3)CC2)cc1	-3.5%	1.3%
Cc1cc(-c2ccc(NC(=O)c3cccs3)c(C)c2)ccc1NC(=O)c1cccs1	-7.1%	3.6%
COc1ccc2cc3cc(C(=O)NCC4COc5ccccc5O4)oc3nc2c1 (centres undefined)	-0.6%	6.1%
COc1ccc(NCN2C(=O)C3C4C=CC(C4)C3C2=O)cc1 (centres undefined)	-3.0%	2.6%
O=C(O)C1CCCN1C(=O)c1cccs1 (centres undefined)	3.6%	-4.1%
O=[N+]([O-])c1cccc(S(=O)(=O)NCc2ccc(Cl)cc2)c1	-1.5%	-0.4%
CCOc1cc(C2C3=C(CCCC3=O)Nc3nc(C(=O)OC)nn32)ccc1OC (centres undefined)	-1.4%	·
O=C1NC(=S)N(C(=O)c2ccc(F)cc2)/C1=C/c1ccc2c(c1)OCO2	-12.2%	3.0%
Cc1ccc(/C(O)=C2/C(=O)C(=O)N(CCCCCC(=O)O)C2c2ccccc2F)cc1 (centres undefined)	3.2%	7.5%

# Other records
SMILES	Hsp70 displacement	Rat MKP-3 inhibitors
Cc1onc(-c2ccccc2Cl)c1C(=O)Nc1ccccc1C(=O)NC(C)C	-1.4%	-15.0%
COC(=O)c1ccc(N2C(=O)CC(N3CCN(c4ccccc4)CC3)C2=O)cc1 (centres undefined)	-5.6%	·
COc1ccc(C(CC(=O)O)NC(=O)OC(C)(C)C)cc1 (centres undefined)	-1.3%	-6.1%
C/C(=N\N1CCN(Cc2cccc3ccccc23)CC1)c1cccnc1	2.0%	-2.6%
Cc1nc2ncnn2c(Nc2ccc3c(c2)OCCO3)c1C	4.1%	-9.4%
CCOc1nc(SC(C(C)=O)C(=O)Nc2ccccc2)nc(N(C)C)n1 (centres undefined)	-1.1%	-5.9%
Cc1nnc(Sc2cc(C(=O)NCc3ccco3)c3ccccc3n2)s1	-0.2%	1.0%
CCCCN(C)C1=Nc2cccc3cccc1c23	3.2%	·
O=S(=O)(c1ccc2c(c1)OCCO2)N1CCCC1	1.2%	-0.4%
CCOC(=O)c1c(N)sc(C(=O)Nc2ccccc2OC)c1C	1.8%	6.7%
Cc1ccc2oc(-c3ccc(NC(=O)c4ccc(Br)o4)cc3)nc2c1	-2.6%	3.5%
Cc1cccc(C2N(c3nccs3)C(=O)C3CCCN32)c1 (centres undefined)	-1.4%	-2.4%
CCOc1ccccc1C(=O)Nc1nnc(C(C)C)s1	7.1%	7.6%
CCC(=O)N/C(N)=N\c1nc(C)c2cc(C)cc(C)c2n1	-1.8%	3.3%
COc1ccc2c(c1)-c1c(ssc1=S)C(C)(C)N2C(=O)CC(C)C	4.6%	1.4%

# Next section:
SMILES	Hsp70 displacement	Rat MKP-3 inhibitors
Cc1ccc(N(CC(=O)NCc2cccnc2)S(C)(=O)=O)cc1	18.3%	-2.2%
CCCCCn1c(/N=C/c2c(O)ccc3oc4c(c23)CCCC4)nc2ccccc21	0.7%	0.1%
COc1cc(/C=N/NC(=O)c2ccncc2)ccc1OC(=O)c1cc(OC)c(OC)c(OC)c1	10.1%	0.2%
Cc1ccc(S(=O)(=O)C(C#N)c2nc3ccccc3nc2N2CCCC2)cc1 (centres undefined)	39.6%	8.4%
COc1ccccc1C(=O)NC(NC(=O)c1ccccc1OC)c1cccc([N+](=O)[O-])c1	1.1%	2.2%
CCCc1cc(C(=O)NCCc2ccc(OC)c(OC)c2)no1	3.2%	-0.7%
O=C(c1cc2nc(-c3ccco3)cc(C(F)(F)F)n2n1)N1CCCc2ccccc21	2.6%	-0.2%
O=CN1CCN(c2nc(-c3ccccc3)c3cc(Br)ccc3n2)CC1	4.8%	0.9%
CC(NC(=O)Nc1ccc2c(c1)OCO2)C1CCCO1 (centres undefined)	-0.9%	-4.6%
Cc1ncc(CSc2nc3ccccc3[nH]2)c(N)n1	4.4%	4.9%
CCN1CCN(CCCCOc2ccccc2F)CC1	5.0%	·
COC(=O)c1sccc1NC(=O)c1ccc(C)c([N+](=O)[O-])c1	-2.9%	0.4%
COc1cc(CN=Cc2c(O)n(-c3ccc(F)cc3)c(=O)[nH]c2=O)cc(OC)c1	-4.2%	-3.3%
O=C(NN1C(=O)c2ccccc2C1=O)c1ccccc1O	1.1%	1.4%
CN(C)c1ccc(NC(=O)c2sc(SCC(=O)Nc3nccs3)nc2N)cc1	11.8%	-7.7%

# Other records.
SMILES	Hsp70 displacement	Rat MKP-3 inhibitors
O=C(O)c1c[nH]c2cc(C(F)(F)F)ccc2c1=O	1.0%	·
Cc1cc(OCC(=O)Nc2sc3c(c2C#N)CCCC3)c(C(C)C)cc1Cl	1.1%	4.8%
O=C(CN1CCN(c2ccc(F)cc2)CC1)Nc1ccc(F)c(F)c1	-4.5%	-7.8%
COc1ccc2c(c1)CC/C(=C\c1ccc(OC)c(Cn3nc(C)cc3C)c1)C2=O	1.9%	·
COc1ccccc1NC(=O)C1=C(C)NC(SCC(=O)c2ccccc2)=C(C#N)C1c1ccccc1 (centres undefined)	1.7%	2.3%
Cc1ccc(S(=O)(=O)N2CCC(C(=O)OCC(=O)N3CCc4ccccc43)CC2)cc1	-2.4%	-7.4%
c1ccc(-c2nnnn2-c2ccccc2)cc1	0.9%	4.9%
O=C(Nc1nc(-c2ccccc2)cs1)c1ccc(S(=O)(=O)N2CCOCC2)cc1	3.6%	0.3%
NC1=NC(=O)/C(=C/c2ccccc2OCc2ccc([N+](=O)[O-])cc2)S1	-2.0%	1.0%
Cc1ccc(C(O)(c2ccccc2)c2nc3ccccc3n2C)cc1 (centres undefined)	-2.0%	2.1%
CC(C)CSc1nc(O)c(C(c2ccccc2)c2ccccc2)c(=O)[nH]1	-10.4%	3.9%
CCOC(=O)N1CCC(Nc2nc(OC)nc(OC)n2)CC1	-3.4%	·
COc1ccc(CN2CC(C(=O)NCCCN3CCN(Cc4ccccc4)CC3)CC2=O)cc1 (centres undefined)	·	7.7%
O=C(NCCC1=CCCCC1)c1cnccn1	11.7%	0.3%
O=C(O)c1ccc(-c2nc3sc4c(c3c(=O)[nH]2)CCCC4)cc1	3.0%	1.1%

# (list continues)
SMILES	Hsp70 displacement	Rat MKP-3 inhibitors
CCOC(=O)c1c(NC(=O)c2cccs2)sc(C(=O)N(C)C)c1C	-6.5%	·
COc1cccc(N2CC34C=CC(O3)C(C(=O)O)C4C2=O)c1 (centres undefined)	12.0%	-1.3%
COc1ccc(NCN2C(=O)CSC2=O)cc1	2.4%	-1.7%
C=C(C)c1cccc(C(C)(C)NC(=O)NCCc2ccccc2)c1	-2.3%	1.6%
O=C(N1CCOCC1)N(Cc1ccco1)CC1CCCO1 (centres undefined)	·	5.6%
Cc1cc(/C=N/n2cnnc2)c(C)n1-c1ccc(Br)cc1	-1.9%	5.2%
O=C(O)c1c[nH]c(=S)n1-c1ccc(F)cc1	2.4%	·
CC(C)CCOCC1CC2(CC(C)(c3csc(N)n3)OC2=O)C(=O)O1 (centres undefined)	1.7%	-4.9%
CCOc1ccc(/C=C2\C(=O)NC(=O)N(c3ccc(C)cc3)C2=O)cc1Br	10.3%	-1.1%
CCN1C(=O)c2ccc(C(=O)O)cc2C1=O	-0.5%	1.2%
CSc1ccc(/C=C/C(=O)c2cccc(N)c2)cc1	4.8%	15.0%
COc1ccc(/C=C/C(=O)NCCCN2CCOCC2)cc1	2.6%	-0.3%

# 5 compounds already listed, sorted by SMILES length, smallest number first.
SMILES	Hsp70 displacement	Rat MKP-3 inhibitors
CCN1C(=O)c2ccc(C(=O)O)cc2C1=O	-0.5%	1.2%
O=C(N1CCOCC1)N(Cc1ccco1)CC1CCCO1 (centres undefined)	·	5.6%
Cc1cc(/C=N/n2cnnc2)c(C)n1-c1ccc(Br)cc1	-1.9%	5.2%
COc1cccc(N2CC34C=CC(O3)C(C(=O)O)C4C2=O)c1 (centres undefined)	12.0%	-1.3%
CCOC(=O)c1c(NC(=O)c2cccs2)sc(C(=O)N(C)C)c1C	-6.5%	·

# From PubChem
